# Screening results as filed in PubChem BioAssay.
# mHTT-CaM PPI inh = mHTT-calmodulin interaction abrogation | P42858 | AlphaScreen His-mHTT/GST-CaM binding, luminescence | inhibition, % at 15 µM | 190,000 tested, 3.6% active | AID 1671202;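 note: 0% = both proteins with DMSO and 100% = one protein alone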
# Target sequence (P42858 whole entry, looked up, stated change not applied): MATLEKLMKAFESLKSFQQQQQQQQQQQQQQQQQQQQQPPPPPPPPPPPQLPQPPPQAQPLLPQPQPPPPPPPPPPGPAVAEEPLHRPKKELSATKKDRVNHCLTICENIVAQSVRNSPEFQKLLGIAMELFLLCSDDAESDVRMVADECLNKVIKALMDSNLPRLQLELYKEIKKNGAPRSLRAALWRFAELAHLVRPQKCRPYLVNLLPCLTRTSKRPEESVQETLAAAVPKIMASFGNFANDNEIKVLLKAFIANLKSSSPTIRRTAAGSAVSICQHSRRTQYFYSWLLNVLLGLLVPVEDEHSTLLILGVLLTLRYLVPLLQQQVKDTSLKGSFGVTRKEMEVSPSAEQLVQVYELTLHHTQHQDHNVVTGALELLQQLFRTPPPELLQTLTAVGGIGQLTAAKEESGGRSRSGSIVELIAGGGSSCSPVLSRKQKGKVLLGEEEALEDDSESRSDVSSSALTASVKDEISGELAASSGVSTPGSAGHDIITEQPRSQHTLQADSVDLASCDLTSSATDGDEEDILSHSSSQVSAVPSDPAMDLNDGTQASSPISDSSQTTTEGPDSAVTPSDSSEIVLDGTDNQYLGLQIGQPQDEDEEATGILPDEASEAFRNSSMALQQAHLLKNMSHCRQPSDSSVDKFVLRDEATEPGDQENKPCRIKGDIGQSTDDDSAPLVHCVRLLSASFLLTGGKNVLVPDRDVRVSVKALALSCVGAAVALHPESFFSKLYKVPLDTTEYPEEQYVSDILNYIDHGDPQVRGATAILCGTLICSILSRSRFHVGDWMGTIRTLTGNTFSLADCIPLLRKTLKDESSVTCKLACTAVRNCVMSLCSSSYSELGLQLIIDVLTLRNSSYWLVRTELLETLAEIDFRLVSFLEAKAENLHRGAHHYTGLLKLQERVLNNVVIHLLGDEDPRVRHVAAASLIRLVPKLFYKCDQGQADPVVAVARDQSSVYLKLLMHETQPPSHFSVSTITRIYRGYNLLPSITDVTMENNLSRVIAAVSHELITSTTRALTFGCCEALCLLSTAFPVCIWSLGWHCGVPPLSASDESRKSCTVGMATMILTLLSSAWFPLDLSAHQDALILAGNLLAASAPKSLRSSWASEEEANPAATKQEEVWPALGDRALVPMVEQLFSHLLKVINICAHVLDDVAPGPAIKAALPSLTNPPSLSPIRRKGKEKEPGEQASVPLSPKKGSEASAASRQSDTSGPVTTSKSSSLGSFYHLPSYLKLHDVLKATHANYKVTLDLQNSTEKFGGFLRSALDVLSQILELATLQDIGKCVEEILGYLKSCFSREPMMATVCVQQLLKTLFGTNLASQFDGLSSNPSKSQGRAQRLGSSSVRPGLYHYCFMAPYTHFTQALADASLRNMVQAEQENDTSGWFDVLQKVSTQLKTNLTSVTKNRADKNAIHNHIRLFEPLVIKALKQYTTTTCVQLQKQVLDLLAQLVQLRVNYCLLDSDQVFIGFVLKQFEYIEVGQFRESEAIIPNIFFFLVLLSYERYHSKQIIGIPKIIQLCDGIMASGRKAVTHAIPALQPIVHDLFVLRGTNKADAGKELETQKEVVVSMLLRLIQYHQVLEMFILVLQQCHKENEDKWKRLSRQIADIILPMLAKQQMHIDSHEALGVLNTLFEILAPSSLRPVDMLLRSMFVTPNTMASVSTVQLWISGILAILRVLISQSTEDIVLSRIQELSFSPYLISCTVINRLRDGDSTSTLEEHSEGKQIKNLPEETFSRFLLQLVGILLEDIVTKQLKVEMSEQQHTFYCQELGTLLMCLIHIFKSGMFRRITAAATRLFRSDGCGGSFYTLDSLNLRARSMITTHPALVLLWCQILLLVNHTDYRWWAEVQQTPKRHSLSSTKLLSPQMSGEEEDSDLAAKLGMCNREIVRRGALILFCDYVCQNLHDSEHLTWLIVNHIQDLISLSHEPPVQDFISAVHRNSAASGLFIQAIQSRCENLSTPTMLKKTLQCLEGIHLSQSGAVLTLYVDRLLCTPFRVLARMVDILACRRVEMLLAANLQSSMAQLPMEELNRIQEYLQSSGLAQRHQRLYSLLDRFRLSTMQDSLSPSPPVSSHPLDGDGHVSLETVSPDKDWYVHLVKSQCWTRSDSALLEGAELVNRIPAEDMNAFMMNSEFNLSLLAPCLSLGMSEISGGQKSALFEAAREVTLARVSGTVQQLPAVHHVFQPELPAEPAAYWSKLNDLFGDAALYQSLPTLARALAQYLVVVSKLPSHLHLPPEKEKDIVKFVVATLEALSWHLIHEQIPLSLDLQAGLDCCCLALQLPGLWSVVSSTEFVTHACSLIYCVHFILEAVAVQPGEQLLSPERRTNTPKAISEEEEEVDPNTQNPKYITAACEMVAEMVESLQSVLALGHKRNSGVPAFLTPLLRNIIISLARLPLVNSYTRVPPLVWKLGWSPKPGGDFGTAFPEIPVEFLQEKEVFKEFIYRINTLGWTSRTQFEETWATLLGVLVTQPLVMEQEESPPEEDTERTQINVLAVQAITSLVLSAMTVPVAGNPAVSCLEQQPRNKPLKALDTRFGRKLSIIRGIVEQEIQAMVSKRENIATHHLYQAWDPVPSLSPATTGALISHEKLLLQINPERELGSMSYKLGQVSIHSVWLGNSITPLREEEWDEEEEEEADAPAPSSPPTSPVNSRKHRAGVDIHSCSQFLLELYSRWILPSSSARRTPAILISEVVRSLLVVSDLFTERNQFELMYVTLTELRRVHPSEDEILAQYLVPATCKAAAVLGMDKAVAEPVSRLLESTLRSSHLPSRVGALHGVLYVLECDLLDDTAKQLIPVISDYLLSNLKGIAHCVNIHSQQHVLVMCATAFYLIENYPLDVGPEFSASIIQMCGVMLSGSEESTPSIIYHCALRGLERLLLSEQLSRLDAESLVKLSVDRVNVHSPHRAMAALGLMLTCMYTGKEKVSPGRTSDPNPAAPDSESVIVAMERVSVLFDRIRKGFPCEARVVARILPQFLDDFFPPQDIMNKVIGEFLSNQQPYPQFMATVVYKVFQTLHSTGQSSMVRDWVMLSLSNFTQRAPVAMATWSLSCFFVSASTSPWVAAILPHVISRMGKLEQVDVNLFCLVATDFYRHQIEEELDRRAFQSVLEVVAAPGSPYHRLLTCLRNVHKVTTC
# Pf apPOL inh = Pf-apPOL DNA polymerase inhibition; Recombinant Pf-apPOL, molecular beacon fluorescence, 1.5 h; inhibition, % at 10 µM; 210,000 tested, 0.25% active; AID 1794808
# Starred values were filed as active, the others as inactive; i = inactive; . = not tested or not shown; & = joins results of further samples. Cut-off read from the data, not from the text of the source: active = inhibition above about 50%; inactive = the rest. A portion of the library; the hit share may differ from the screen's.
SMILES,mHTT-CaM PPI inh,Pf apPOL inh
COc1ccc(N2CCN(Cc3ccc(OC)c(C)c3)CC2)cc1,25.2,1.4
Cc1cccc(CN2CCN(c3ccccc3C)CC2)c1,-17.2,-1.7
O=C(Cc1ccccc1)N1CCN(Cc2ccc([N+](=O)[O-])cc2)CC1,4.4,-5.5
COc1cc(C=C2Oc3cc(OC(=O)N(C)C)cc(C)c3C2=O)cc(OC)c1OC,-5.7,-8.2
COc1ccc(NC(=O)N2CCC3(C2)C(=O)Nc2ccc(OC)cc23)cc1 (stereo unspecified),18.8,-5.7
COc1ccc(C=C2C(=O)C3CCN2CC3)cc1,.,-2.0
O=C(Cn1ccc2ccccc2c1=O)NCC(=O)N1CCC2(CC1)OCCO2,-1.0,3.4
COCCNC(=O)Cn1cc(/C=C2\C(=O)NC(=O)N(c3cccc(C)c3C)C2=O)c2ccccc21,32.0,-4.0
CCCCNC(=O)C(CC)N1C(=O)C(C)N=C(c2ccccc2)c2ccccc21 (stereo unspecified),23.0,-1.2
N#CC1=C(N)Oc2c(c(=O)oc3ccccc23)C1c1cc([N+](=O)[O-])cs1 (stereo unspecified),1.0,-2.0
COc1cc(CNCCc2ccc3c(c2)OCO3)cc(OC)c1OC,-3.3,-2.6
Cc1ccc(C2(O)CN3CCC2CC3)cc1 (stereo unspecified),-4.2,-0.5

# A draw from above in order of heavy-atom count, ascending:
SMILES,mHTT-CaM PPI inh,Pf apPOL inh
COc1ccc(C=C2C(=O)C3CCN2CC3)cc1,.,-2.0
COc1ccc(N2CCN(Cc3ccc(OC)c(C)c3)CC2)cc1,25.2,1.4
O=C(Cc1ccccc1)N1CCN(Cc2ccc([N+](=O)[O-])cc2)CC1,4.4,-5.5
COc1ccc(NC(=O)N2CCC3(C2)C(=O)Nc2ccc(OC)cc23)cc1 (stereo unspecified),18.8,-5.7
COCCNC(=O)Cn1cc(/C=C2\C(=O)NC(=O)N(c3cccc(C)c3C)C2=O)c2ccccc21,32.0,-4.0

# The listing continues.
SMILES,mHTT-CaM PPI inh,Pf apPOL inh
Cc1[nH]c2ccccc2c1CCCNC1CCCCC1,10.0,-4.8
CCOc1cc(C)cc2oc(=O)c3c(c12)CCCC3,-8.0,10.2
CCOC(=O)C1=C(N)Oc2c(oc(CO)cc2=O)C12C(=O)Nc1ccccc12 (stereo unspecified),-5.0,-3.0
O=C(NC1(C(F)(F)F)Oc2ccccc2O1)N1CCC2(CC1)OCCO2,0.0,-1.0
Nc1nc2ccccc2c(-c2cccc3ccccc23)c1CN1CC1,97.7*,.
N#C[C@@H]1CCC[C@H]2OC[C@@H](c3ccccc3)N12,-5.4,.
O=C1NC(=O)C(CCc2ccncc2)(CCc2ccncc2)C(=O)N1Cc1ccc(F)cc1,7.4,-4.2
NCC1CCCN2CCCCC12 (stereo unspecified),2.8,.
OC1C2CCC1C(N1CCCC1)CC2 (stereo unspecified),-0.1,-8.4
O=C(Nc1ccc2c(c1)OCCO2)c1c(O)c2sccc2n(Cc2ccccc2)c1=O,29.1,-9.1
COc1ccc(OC)c(N2C(=O)NC(=O)/C(=C\c3ccc([N+](=O)[O-])s3)C2=O)c1,25.0,-7.7
CCCN1CCN(c2ncccc2C#N)CC1,-4.4,-5.9
CCCn1cc(C(=O)NCc2cccnc2)c2cccnc21,-2.6,0.7
O=c1c2ccccc2nc(CSc2ncnc3nc[nH]c23)n1-c1ccc(Cl)c(Cl)c1,5.0,24.1
COC1=CC2C3Cc4ccc(OC)c(O)c4C2(CCN3C)CC1=O (stereo unspecified),.,-12.9
COc1ccc2c(c1)C1(CCN(C(=O)C3CCC3)C1)C(=O)N2 (stereo unspecified),3.8,-1.1
ON=Cc1c[nH]c2ccccc12,.,-7.7
CN1CCN(c2ccccc2[N+](=O)[O-])CC1,1.9,-0.9
O=C(C(Cc1ccccc1)NS(=O)(=O)c1ccc(F)cc1)N1CCC2(CC1)OCCO2 (stereo unspecified),-3.0,3.5
O=C(O)c1ccc(NC(=O)N2CC3CC(C2)c2cccc(=O)n2C3)cc1 (stereo unspecified),.,-8.0
CCCN(CCC)[C@@H]1CCc2ccc(O)cc2C1,.,-1.9
Cc1cccc2c1OC1(CCN(C)CC1)NC2=O,-2.8,-2.0
O=c1c2ccccc2nc(/C=C/c2ccc([N+](=O)[O-])o2)n1-c1ccccc1Cl,27.0,1.3
Cc1cc2ccccc2c(=O)n1CC(=O)NCC(=O)N1CCC2(CC1)OCCO2,-1.0,-2.6

# Reformatted: entries from further up.
# Each structure is followed by: mHTT-CaM PPI inh	Pf apPOL inh
> CCCn1cc(C(=O)NCc2cccnc2)c2cccnc21
  -2.6	0.7
> O=c1c2ccccc2nc(CSc2ncnc3nc[nH]c23)n1-c1ccc(Cl)c(Cl)c1
  5.0	24.1
> COC1=CC2C3Cc4ccc(OC)c(O)c4C2(CCN3C)CC1=O (stereo unspecified)
  .	-12.9
> COc1ccc2c(c1)C1(CCN(C(=O)C3CCC3)C1)C(=O)N2 (stereo unspecified)
  3.8	-1.1
> ON=Cc1c[nH]c2ccccc12
  .	-7.7
> CN1CCN(c2ccccc2[N+](=O)[O-])CC1
  1.9	-0.9

# (next part)
SMILES,mHTT-CaM PPI inh,Pf apPOL inh
Cc1cccc2c1=NC(=O)C(=Cc1c(O)[nH]c(=O)[nH]c1=O)C=2,2.0,2.0
CC(C)(CNc1ccc([N+](=O)[O-])c2cccnc12)CNS(=O)(=O)c1ccc(Cl)cc1,54.0*,-0.9
CNCC(N)C(=O)O (stereo unspecified),.,-10.1
CC(C)(O)[C@@H]1[C@H]2OC(=O)[C@@H]1[C@]1(O)C[C@H]3O[C@]34C(=O)O[C@H]2[C@]14C (tested in a mixture with another compound),.,-5.8
Cc1ccc(C2c3c(c4ccccc4oc3=O)Oc3c2c(=O)oc2ccccc32)o1,47.1,36.5
CSc1ccc(C2N(c3ccccn3)C(=O)C3CCCN32)cc1 (stereo unspecified),3.6,-5.2
S=c1[nH]c2ccccc2[nH]1,.,-5.3
O=C(c1cc(-c2ccco2)[nH]n1)N1CC2CC(C1)c1cccc(=O)n1C2 (stereo unspecified),-11.6,-7.2
O=C(NCCCN1CCOCC1)C(Cl)(Cl)Cl,-1.2,-7.3
COc1ccc2c(c1)C1(CCN(C(=O)c3cccc(F)c3)C1)C(=O)N2 (stereo unspecified),5.0,-6.9
COc1ccccc1-n1c(/C=C/c2ccc(O)c(O)c2)nc2ccccc2c1=O,40.0,1.9
OC1CCNC2CCCCC12 (stereo unspecified),-6.9,-0.7
CN1[C@H]2C[C@H](OC(=O)[C@H](CO)c3ccccc3)C[C@@H]1[C@@H](O)C2,.,10.9
CNCCc1c[nH]c2ccc(O)cc12,.,1.5
CCCSc1nc2ccccc2c(=O)n1-c1ccc(C)cc1,-25.2,-7.1
O=C(Nc1ccccc1)Oc1ccccc1,0.3,-12.3
COc1ccc2c(c1)C1(CCN(S(=O)(=O)c3ccc4c(c3)oc(=O)n4C)C1)C(=O)N2C (stereo unspecified),5.7,0.2
CCOC(=O)[C@]12Cc3ccccc3[C@H]1N(Cc1ccccc1)C(=O)c1ccccc12,-7.9&-4.6,-5.3&-0.7
CC(C)(C)c1ccc(OCCNc2ccc([N+](=O)[O-])c3cccnc23)cc1,1.0,-2.6
Oc1ccc(CN2CCN(c3ccccc3)CC2)cc1,3.3,4.1
Cc1ccc(-n2c(/C=C3\C(=O)N(C)c4ccccc43)nc3ccccc3c2=O)cc1,10.0,-1.3
COc1cccc(CCNC2C3CC4CC(C3)CC2C4)c1 (stereo unspecified),-6.2,-4.1
Clc1ccc2c(N3CCNCC3)ccnc2c1,-7.5,.
Clc1cc2nonc2c2nonc12,-0.6,.
C[N+]1(C)CCOC(O)(c2ccc(-c3ccc(C4(O)C[N+](C)(C)CCO4)cc3)cc2)C1 (stereo unspecified),.,-9.9
COc1ccc2c(c1)C1(CCN(C(=O)Nc3ccc4c(c3)OCO4)C1)C(=O)N2 (stereo unspecified),11.3,-1.9
COc1ccc2c(c1)C1(CCN(S(=O)(=O)c3cccs3)C1)C(=O)N2 (stereo unspecified),-2.1,-8.9
CN1CCN(c2ccc(F)cc2[N+](=O)[O-])CC1,-0.2,-4.7
OCCN1CCN(Cc2ccc(F)cc2F)CC1,1.8,1.0
CCOC(=O)[C@]12Cc3cc(OC)ccc3[C@H]1N(Cc1ccccc1)C(=O)c1cc(OC)ccc12,1.0,-6.2
CCc1ccc(NC(=O)c2cn(CC)c3ncccc23)cc1,17.4,-17.4
CCC1(CC)C(=O)C=CNC1=O,.,-4.3
COCCN1CCC(N2CCCN(C(=O)Cc3ccc(OC)c(Cl)c3)CC2)C1=O (stereo unspecified),8.0,-1.1
COCC(=O)Nc1ccc(Cl)cc1C(=O)c1ccccc1,-3.1,2.2
COC(=O)C(O)(c1ccc(NC(=O)Oc2ccccc2)cc1)C(F)(F)F (stereo unspecified),.,-2.9
NCC(O)c1ccc(O)cc1 (stereo unspecified),.,7.1
O=[N+]([O-])c1ccccc1CN1CCN(c2ccccc2)CC1,7.5,-4.8
Cc1c(CCN)c2ccccc2n1-c1ccccc1,31.0,-2.0
Cc1cc2c(c(=S)[nH]1)C(=O)O/C2=C\c1c(C)[nH]c(C#N)c1C,25.0,.
Fc1ccc(CN2CCN(c3cccc(Cl)c3)CC2)c(F)c1,-6.0,-2.3
O=[N+]([O-])c1ccc(CNCCc2c[nH]c3ccccc23)cc1,45.1,-7.5
Cc1cccc(N2CCN(Cc3cccc(F)c3)CC2)c1C,-20.4,4.3
COc1ccccc1C1N(c2cc(C)on2)C(=O)C2CCCN21 (stereo unspecified),6.6,-3.1
Nc1cc(C(=O)O)ccc1N1CC2CC(C1)c1cccc(=O)n1C2 (stereo unspecified),3.0,-5.4
C=C(C)[C@H]1Cc2c(ccc3c2O[C@@H]2COc4cc(OC)c(OC)cc4[C@@H]2C3=O)O1,.,-2.8
COc1ccc2c(c1)C1(CCN(C(=O)Nc3ccccc3C)C1)C(=O)N2C (stereo unspecified),-4.5,-3.3
Fc1cccc(CN2CCN(Cc3ccc4c(c3)OCO4)CC2)c1,2.2,-6.2
CC(C)C(=O)Nc1ccc(N2CCCNCC2)nc1,0.2,1.2

# The final four compounds of the section before come first, to join the parts:
SMILES,mHTT-CaM PPI inh,Pf apPOL inh
C=C(C)[C@H]1Cc2c(ccc3c2O[C@@H]2COc4cc(OC)c(OC)cc4[C@@H]2C3=O)O1,.,-2.8
COc1ccc2c(c1)C1(CCN(C(=O)Nc3ccccc3C)C1)C(=O)N2C (stereo unspecified),-4.5,-3.3
Fc1cccc(CN2CCN(Cc3ccc4c(c3)OCO4)CC2)c1,2.2,-6.2
CC(C)C(=O)Nc1ccc(N2CCCNCC2)nc1,0.2,1.2
O=C(c1nn(CCN2CCCCC2)c2ccccc12)N1CCCC1,13.5,-6.5
Cc1onc(-c2c(Cl)cccc2Cl)c1C(N)=NOC(=O)N(C)C,.,0.1
O=C1C2CCCN2C(c2ccccc2F)N1c1ccccn1 (stereo unspecified),1.8,-9.2
CC1=CC(=C2C(=O)NC(=O)NC2=O)C=C(C(F)(F)F)N1Cc1ccco1,7.0,-2.0
O=C1NC(=O)C([N+](=O)[O-])C(=O)N1,.,-11.6
CCOc1cc(C(c2c(O)c3ccccc3oc2=O)c2c(O)c3ccccc3oc2=O)ccc1O,84.0*,-9.7
COc1ccc(-c2coc3cc(OCCN4CC5CC(C4)c4cccc(=O)n4C5)ccc3c2=O)cc1 (stereo unspecified),-4.8,-62.8
CCCn1cc(C(=O)Nc2ccccc2CC)c2cccnc21,1.7,0.9
NCCc1ccc(S(=O)(=O)N2CCOCC2)cc1,-0.1,1.2
COc1ccc2c(c1)C1(CCN(C(=O)c3cccc(N(C)C)c3)C1)C(=O)N2 (stereo unspecified),27.3,-2.0
C/C(=N/O)c1cn(C)c2ccccc12,i,.
CC(O)C1CCC2C3CCC4=CC(=O)CCC4(C)C3CCC12C (stereo unspecified),.,-0.9
CCCCNC(=O)c1n[se]nc1-c1ccccc1O,2.0,3.0
CN1C(=O)c2ccccc2Sc2ccc(C(=O)N3CCC4(CC3)OCCO4)cc21,-6.0,-5.5
COc1cccc(CNC(=O)N2CCC3(C2)C(=O)Nc2ccc(OC)cc23)c1 (stereo unspecified),15.4,-5.5
CCS(=O)(=O)N1CCC(C(=O)N2CCC3(CC2)OCCO3)CC1,-6.0,-11.9
Fc1ccccc1N1CCN(Cc2ccccc2Cl)CC1,-29.7,1.8
Cc1ccccc1N1CCN(Cc2ccc(Cl)cc2)CC1,-22.2,1.9
COc1ccc(C(O)(C(=O)O)c2ccc(OC)cc2)cc1,-5.7,-6.9
O=C(O)c1cccc2nc3ccccc3nc12,-2.5,0.2
C=CCC1(C(C)C)C(=O)NC(=O)NC1=O,-1.9,.
O=C(CNS(=O)(=O)c1cccs1)N1CCC2(CC1)OCCO2,-2.0,-7.3
COc1cc(Br)c(CN2CCN(c3ccccc3)CC2)cc1OC,17.4,2.5
CCN1CCN(Cc2cccc(Br)c2)CC1,-4.1,-11.4
COc1ccc2c(c1)C1(CCN(C(=O)c3ccccc3Cl)C1)C(=O)N2 (stereo unspecified),5.1,-3.3
CC(=O)c1ccc(N2CCN(Cc3cccc(Br)c3)CC2)cc1,8.6,-3.1
CNc1ccc2oc(CC3OC4(CCC3C)OC(C(C)C(=O)c3ccc[nH]3)C(C)CC4C)nc2c1C(=O)O (stereo unspecified),.,-11.4
COc1ccc(CCN(C)Cc2cc(I)c(O)c(OC)c2)cc1OC,5.3,-4.2
COc1ccc2c(c1)C1(CCN(S(=O)(=O)c3cccc(Cl)c3)C1)C(=O)N2 (stereo unspecified),35.6,1.8
c1cncc(CN2CCCCCC2)c1,0.4,-5.0
CN1CCN(Cc2c(Cl)cccc2Cl)CC1,0.0,-7.4
N#Cc1ccc(N2CCN(C(=O)COc3ccc4[nH]cc(CCN)c4c3)CC2)cc1,.,14.9
CN1CCCc2cc(C(=O)N3CCC4(CC3)OCCO4)sc21,0.8,-3.9
N#CC1=C(N)Oc2c(c(=O)oc3ccccc23)C1c1cccnc1 (stereo unspecified),0.0,0.6
CCOC(=O)C(O)(c1ccc(NC(=O)NC)cc1)C(F)(F)F (stereo unspecified),.,-9.4
Clc1cccc(-c2cccc3c2CCNC3)c1,1.5,-4.0
CCCN1CCC(NCC2CCCO2)CC1 (stereo unspecified),-5.1,-6.0
CCN1CCN(Cc2cccc(F)c2)CC1,-2.1,-7.0
